# Screening results from PubChem BioAssay.
# Rad51 HR inh: blocks human Rad51 in homologous recombination. Q06609. hRad51 DNA strand exchange, fluorescence dequenching. inhibition, % at 10 µM. hit rate 0.085% among 200,000;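 active = inhibition above 40% at the single screening dose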;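 note: 0% = DMSO control wells and 100% = blanks with heterologous ssDNA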
#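 material = hRad51 filaments on single-stranded DNA | reagent = Donor/quencher-labelled 47-bp dsDNA substrate | compound = 10 µM final, single point | schedule = strand-exchange reaction 15 min at room temperature | measured by = fluorescein emission 520 nm, excitation 485 nm | read-out basis = % inhibition versus plate control and blank means | benchmarks = plate controls and plate blanks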
# Cl transport mod: KCC2 (human) Cl- transport modulation; Q9H2X9; AID 1456; KCC2 cells, thallium flux FluoZin-2 fluorescence; B-score of Tl+ flux slope (higher = more flux/activation; lower = inhibition) at 10 µM; hit rate 2.2% among 190,000;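 active = thallium flux slope and its plate-corrected score both differing from the plate sample mean at a set confidence after two filtering rounds, in either direction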;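 note: slope of fluorescence scaled to starting intensity during 10 to 20 s after thallium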
# thrombin 1536: blocks human thrombin protease activity; P00734; alpha-thrombin, Boc-VPR-AMC fluorogenic substrate cleavage; inhibition, % at 5 µM; hit rate 0.26% among 220,000; AID 1046;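 active = inhibition at or above 40%; inactive = inhibition below 40%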;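 note: 0% = enzyme with no compound and 100% = wells without enzyme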
#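 signal = AMC fluorescence, 355/460 nm | material = human alpha-thrombin enzyme | control set = enzyme without compound as high, wells lacking enzyme as low | times = reaction at room temperature | read-out basis = percent inhibition scaled between no-compound controls and no-enzyme blanks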
# hK5 inh: blocks human kallikrein 5 protease activity; Q9Y337; recombinant hK5, fluorogenic AMC substrate cleavage; inhibition, % at 5 µM; hit rate 0.59% among 210,000; AID 873;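 active = inhibition of 40% or more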;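 note: 0% = enzyme controls without compound and 100% = no-enzyme blanks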
# eIF4E 4G PPI: blocks eIF4E binding to eIF4G; TR-FRET eIF4E-eIF4GI(517-606) binding, 2 h; inhibition, % at 21.7 µM; hit rate 0.37% among 220,000; AID 782;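 note: 0% = full FRET control wells and 100% = background wells lacking eIF4GI fragment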
# Furin inh: inhibitors of human furin; P09958; purified furin, fluorogenic substrate cleavage; inhibition, % at 30 µM; hit rate 0.061% among 220,000; AID 463115; in the data active = inhibition above about 25%; note: inactives centre near -15
# EBV gp42 block: EBV gp42 inhibition. hit rate 0.42% among 220,000. inhibition, % (tested at 21.74 µM). Q1HVG2. Fluorescence polarization binding assay, mP read-out; in the data active = inhibition above about 50%
# 14-3-3 Bad PPI: disrupts binding of bovine 14-3-3 zeta to phospho-Bad peptide | P63103 | TR-FRET 14-3-3zeta/Dy647-pBad peptide displacement, 1 h | inhibition, % at 21.7 µM | hit rate 0.71% among 220,000 | AID 781;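 active = inhibition above about 70%, limit read from the data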;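 note: 0% = full 14-3-3 plus peptide FRET controls and 100% = background without 14-3-3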
# NCF1 inh: inhibitors of human p47phox binding; inhibition, % at 24.7 µM; p47phox/p22phox peptide binding, fluorescence polarization, 2 h; P14598; hit rate 0.53% among 220,000;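 note: 0% = p47phox with labelled peptide and 100% = labelled peptide alone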
# An asterisk follows results filed as active; x = no result given; [ ] = dose if it differs, or a comment.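 Rule for the calls, unless noted: active = inhibition above about 30% (limit read from the data); inactive = the rest.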
SMILES,Rad51 HR inh,Cl transport mod,thrombin 1536,hK5 inh,eIF4E 4G PPI,Furin inh,EBV gp42 block,14-3-3 Bad PPI,NCF1 inh
Cc1cc(C(=O)N2CCC(Cc3ccccc3)CC2)ccc1[N+](=O)[O-],1,0.023,3,3,11,-11[20 µM],10,-5,-1
Cc1cc2nc(SCCOC(=O)Nc3cccc(Cl)c3)nc(C)c2cc1C,-4,0.35,-9,-6,6,-16,-53,-18,-11
CCNc1nc(NCC)n2c(SC(C(=O)Nc3cc(C)ccc3C)c3ccccc3)nnc2n1 (stereo unspecified),-26,-0.92,-10,-12,21[fluorescence artefact?],-3,-12,8,5
CC1(C)c2ccccc2N2CCC(=O)NC21/C=C/c1ccco1 (stereo unspecified),-14,-0.87,1,0,3,20,-36,-3,-33
COCCNC(=O)CSc1cc(-c2ccccc2)c2ccc(OC)cc2n1,0,-0.24,-1,-18,5,-16,-13,-9,-20
O=C(Nc1cccnc1)c1cccnc1,x,1.1,4,-15,6,-8,-8,7,-8
O=C(NC1CCSC1=O)c1ccc(Oc2ccc(F)cc2)nc1 (stereo unspecified),1,-1.8,-3,0,3,-16,-1,-12,2
COc1ccc(OC)c(N(CC(=O)NCc2ccncc2)S(C)(=O)=O)c1,-1,0.58,-6,-4,4,-10[20 µM],-3,-4[fluorescence artefact?],1
COC(=O)Cc1cc(=O)n(-c2nc3ccccc3s2)[nH]1,4,1.1,-19,-11,7[fluorescence artefact?],-12[20 µM],-12,2,-11
CCOC(=O)Cn1nnnc1CN(Cc1cccs1)Cc1cc2cc(C)ccc2[nH]c1=O,x,-1.4,0,-8,-3,-18[20 µM],-25,10,5
CC(Sc1nnc(-c2ccc(Cl)cc2Cl)n1Cc1ccccc1)C(=O)Nc1nccs1 (stereo unspecified),-2,-0.77,-5,8,0,-10[20 µM],-7,-3,-17
COc1ccc(/C=N/NC(=O)CN(C2=NS(=O)(=O)c3ccccc32)c2ccccc2)cc1OC,x,-0.023,4,-1,-1[fluorescence artefact?],-5,-5,-10,10
CC(C)(C)c1ccc(NC(=O)COC(=O)C2(C)CC2(Cl)Cl)cc1 (stereo unspecified),16,-0.15,4,-6,3,-29,-16,-4,-6
O=c1/c(=C/c2ccc(O)cc2)sc2nc3cc(Br)cnc3n12,-14,0.45,-5,5,0,-9,31,64,-9
O=C(NCCCNc1ccc(C(F)(F)F)cc1[N+](=O)[O-])c1ccc(F)cc1,-5,-0.027,3,-7,2,-25,-37,2,-10
Cn1ccnc1SCC(=O)Nc1cccc(O)c1,2,1.3,-1,2,1[fluorescence artefact?],-28[20 µM],-12,5,-3
NS(=O)(=O)c1ccc(NC(=O)COc2ccc(C(=O)c3ccc(F)cc3)cc2)cc1,2,1.3,-2,-1,-4,-24,-24,2,-57
Cc1ccc(N2C(=O)C3CCC(c4ccccc4)CC3C2=O)cc1 (stereo unspecified),x,0.52,-8,-20,-1,-19,3,7[fluorescence artefact?],3
COc1ccc(NC(=O)CC2C(=O)N(c3ccc(OC)cc3)C(=O)N2CCN2CCN(C)CC2)cc1 (stereo unspecified),4,0.053,-8,-14,-11[fluorescence artefact?],-16[20 µM],-17,-7,-4
COc1ccc(NC(=O)Cn2nnc(C(=O)NCc3ccccc3OC)c2N)cc1Cl,-5,1,-4,-25,-2,-20[20 µM],-9,1,1
O=c1c2ccccc2nc(/C=C/c2ccc(O)cc2)n1CCc1ccccc1,3,0.61,-4,-5,5,-18,1,-6,-7
CCOC(=O)N1CCN(C(=O)CC(C(=O)N2CCc3ccccc32)n2ccnc2)CC1 (stereo unspecified),-2,-0.0017,-3,13,x,-28,2,x,1
Cc1ccc(-c2csc3ncnc(NCCN4CCOCC4)c23)cc1,3,-1.3,3,5,6,-9[20 µM],-1,2,-15
Cc1c(-c2ccc(F)cc2)[n+](=O)c(-c2ccc(F)cc2)c(C)n1[O-],8,0.056,6,-2,-10,-27[20 µM],-21,-11,-10
COc1cc(/C=C2/NC(=O)N(c3cccc(Cl)c3)C2=O)ccc1O,1,-0.82,-8,2,15,-11,5,50,13
COc1cccc(OCC(=O)NNC(=O)Cc2cccs2)c1,4,0.36,-6,-23,0,1,-3,-4[fluorescence artefact?],-13
CCCC(=O)Nc1cc(C)c(NC(=O)C23CC4CC(CC(C4)C2)C3)cn1,-3,x,1,7,1,-13,-16,3,-4
O=[N+]([O-])c1cccnc1N1CCN(c2ccccc2F)CC1,-6,-0.35,x,-1,-1,-23,8,-11,-5
O=C1OCCC1Sc1nnc(-c2ccc(O)cc2)o1 (stereo unspecified),-7,0.078,-3,-5,2,-5[20 µM],-10,-8[fluorescence artefact?],-12
CC(C)(C)OC(=O)NC(Cc1ccccc1)C(=O)NCCCC(=O)O (stereo unspecified),x,0.048,2,1,-14,-30,-4,4,-1
CC(CCc1ccc(O)cc1)N(C)CCc1ccccc1 (stereo unspecified),-6,x,2,-8,-3[fluorescence artefact?],-18,-10,-2[fluorescence artefact?],-13
CC(C)CCNC(=O)c1cccc(Cl)c1,x,x,-3,-12,7,-17[20 µM],-1,15,-10
CC(=O)Nc1ccc(S(=O)(=O)Nc2nc3ccccc3nc2Nc2ccc3ccccc3c2)cc1,-115,0.34,-9,-8,2[fluorescence artefact?],-26,-6,0,-1
Cc1ccc(CNC(=O)C(=O)NCCCn2ccnc2)cc1,-25,0.11,4,-4,-1,-21[20 µM],-18,-13[fluorescence artefact?],-21
c1cc2c(cc1C1CCCCC1)c1c3n2CCN=C3CCC1,-8,-0.54,-3,-7,5,-7[20 µM],-16,36,-3
CCN(CC)CCN(C)C1CCC(c2ccccc2)CC1 (stereo unspecified),25,-0.21,2,-8,-1,-28,-3,15[fluorescence artefact?],-3
COc1ccc(-c2csc(N(CCc3ccccc3)C(=O)COc3ccccc3)n2)cc1,x,1.3,-8,-7,-6,-3[20 µM],-9,-9[fluorescence artefact?],-23
Cc1cccc(Cc2c(C)nc3nc(SCC(=O)O)nn3c2C)c1,x,0.95,-4,x,-3,-6,-12,-4,3
Cc1ccccc1CNC(=O)CC1C(=O)NCCN1Cc1c(F)cccc1Cl (stereo unspecified),-4,x,2,-5,1,4,-9,-3,2
CCN(c1ccccc1)S(=O)(=O)c1cc(C(=O)Nc2ccccc2Cl)ccc1F,8,0.031,-2,-8,5[fluorescence artefact?],-5,-6,6,-13

# Ordered by value in 14-3-3 Bad PPI (ascending): four of the compounds above
SMILES,Rad51 HR inh,Cl transport mod,thrombin 1536,hK5 inh,eIF4E 4G PPI,Furin inh,EBV gp42 block,14-3-3 Bad PPI,NCF1 inh
Cc1ccccc1CNC(=O)CC1C(=O)NCCN1Cc1c(F)cccc1Cl (stereo unspecified),-4,x,2,-5,1,4,-9,-3,2
CCCC(=O)Nc1cc(C)c(NC(=O)C23CC4CC(CC(C4)C2)C3)cn1,-3,x,1,7,1,-13,-16,3,-4
CC(C)CCNC(=O)c1cccc(Cl)c1,x,x,-3,-12,7,-17[20 µM],-1,15,-10
COc1cc(/C=C2/NC(=O)N(c3cccc(Cl)c3)C2=O)ccc1O,1,-0.82,-8,2,15,-11,5,50,13

# New compounds follow.
SMILES,Rad51 HR inh,Cl transport mod,thrombin 1536,hK5 inh,eIF4E 4G PPI,Furin inh,EBV gp42 block,14-3-3 Bad PPI,NCF1 inh
O=C1NCCCC1C(=O)NCCNC(=O)C(F)(F)F (stereo unspecified),1,-0.37,0,10,3,-21,-7,-1,14
O=C(c1cccs1)n1nc(-c2ccc(Cl)cc2)nc1NCc1ccco1,-10,0.48,7,-2,5[fluorescence artefact?],-17[20 µM],2,-7,-5
O=C(CN1CCCCCC1)Nc1ccccc1,-13,-1.4,-5,0,0,-19,1,50,9
CCCOc1ccc(C(=O)NC(=S)Nc2nc3ccccc3s2)cc1,1,1.2,-2,0,-10,-7[20 µM],-15,-3[fluorescence artefact?],-2
CCCCc1cc(=O)oc2cc(OCc3nn[nH]n3)ccc12,12,-0.71,-6,15,3,-23,-17,9,4
NNC1=N[C@H]2CS(=O)(=O)C[C@H]2S1,9,0.64,-4,-14,4[fluorescence artefact?],0,2,-9,-6
Cn1c(=O)c2c(nc(N3CCCCCC3)n2CC(=O)c2ccc(Br)cc2)n(C)c1=O,-1,0.49,3,-1,-18,-13,-13,3[fluorescence artefact?],-11
O=C(CSc1ccc(-c2ccc3c(c2)OCO3)nn1)Nc1nccs1,3,-0.14,22,13,3,2,7,18,-8
Cc1ccc[n+](-c2[nH]c(=O)sc2/C=N/N=C(\[O-])CCn2c3ccccc3c3ccccc32)c1,21,2.3,0,2,-2,-18,5,0,-5
CCN(CC)C(=O)COc1ccc(N(C)S(=O)(=O)c2ccc(NC(C)=O)cc2)cc1,x,0.0044,-7,-3,4,-11,-16,-2,-6
COc1ccccc1OCC(=O)N/N=C1/C=C(C)CC1,-10,-0.049,-6,13,1,-19,1,-2,3
O=C(NC1=NCCS1)c1ccncc1,14,-0.28,-6,1,1,-24,-23,-13[fluorescence artefact?],1
CC(C)(C)NC(=O)COC(=O)CNC(=O)c1cc(Cl)cc([N+](=O)[O-])c1,-3,0.42,-3,-1,5,-13,-14,0,-9
CCc1ccc(NC(=O)C(=O)N/N=C(\C)CC(=O)NCc2ccc(Cl)cc2)cc1,x,-0.14,-5,x,4,-20,3,2,11
O=C(NC(=S)N1CCN(c2ccc([N+](=O)[O-])cc2)CC1)c1ccccc1,-16,0.91,16,24,0,-9,-14,1,-1
Cc1nn(CC(=O)NCc2cccc3ccccc23)c(=O)c2ccccc12,-1,-0.00099,2,-7,-1,-2[20 µM],-11,8[fluorescence artefact?],10
CCc1cccc(OCCCN2C(=O)NC(C)(C)C2=O)c1,-3,1.9,-2,-5,3[fluorescence artefact?],-15[20 µM],-8,8,-3
CCn1cc(CCC(=O)O)c(C)n1,2,0.76,-22,-6,-4,-25,-8,-8,0
Cc1cc(C(=O)N/N=C/C=C/c2ccccc2)c(C)o1,-5,0.15,-6,-2,2[fluorescence artefact?],-15,-15,-5,-1
COc1ccc(C(=O)CC(Nc2ccc([N+](=O)[O-])cc2)c2ccc(Cl)cc2)cc1 (stereo unspecified),-1,x,10,-1,0,-15[20 µM],6,3,-18

# Limited to eIF4E 4G PPI and Furin inh, for some of the entries so far:
Compound	eIF4E 4G PPI	Furin inh
Cc1cc(C(=O)N/N=C/C=C/c2ccccc2)c(C)o1	2[fluorescence artefact?]	-15
COc1ccc(C(=O)CC(Nc2ccc([N+](=O)[O-])cc2)c2ccc(Cl)cc2)cc1 (stereo unspecified)	0	-15[20 µM]

# (next part)
SMILES,Rad51 HR inh,Cl transport mod,thrombin 1536,hK5 inh,eIF4E 4G PPI,Furin inh,EBV gp42 block,14-3-3 Bad PPI,NCF1 inh
Cc1cc(N2CCN(C)CC2)nc2ccc(NC(=S)N3CCCCC3)cc12,7,0.011,-2,-1,-2,-21,0,1,-8
N#Cc1ccccc1CSc1nc2ccsc2c(=O)n1Cc1ccccn1,0,0.24,-10,-8,-18[fluorescence artefact?],-27,29,3,1
Cc1ccc(N(C)C(=O)N2CCN(c3ccccn3)CC2)cc1,3,0.44,2,-3,1[fluorescence artefact?],-10,-4,3[fluorescence artefact?],-23
Oc1c(Br)cc(Cl)cc1C=Nc1ccc(N2CCOCC2)cc1,-21,-2.8,-6,2,14,-14,1,16,-77
O=c1cc(COc2ccc(Cl)c(Cl)c2)nc2sccn12,-15,x,-4,-1,6,-21,-8,11,-6
c1ccc(N=P(c2nc3ccccc3o2)(N2CCOCC2)N2CCOCC2)cc1,-3,1.2,2,-1,-1,-29[20 µM],2,-7,-1
CC1CCN(S(=O)(=O)c2ccc(C(=O)N3CCN(c4ccccc4F)CC3)cc2)CC1,x,-0.25,-3,x,3,-22,-6,-3,-8
COc1cc(NC(=O)CN2C(=O)c3ccccc3C2=O)c(C(=O)O)cc1OC,-2,1.4,-4,0,1[fluorescence artefact?],-21[20 µM],-17,11[fluorescence artefact?],-4
CCN(CC)S(=O)(=O)c1ccc(C)c(NC(=O)c2cc(C)oc2C)c1,-5,-0.095,-5,-4,-4,-27,-7,-7,-5
